All columns: NCI-60 one-dose screen, growth in % after 48 h at 10 µM unless noted; 100 = growth as untreated, 0 = no growth, -100 = all killed.
M14: M14 melanoma; actives 6.2% (n = 80,000)
HOP-92: HOP-92 NSCLC cells; actives 6.3% (n = 71,000); AID 1794738
SK-MEL-28: SK-MEL-28 melanoma; actives 4.1% (n = 81,000); AID 1794761
HOP-62: HOP-62 NSCLC; actives 3.9% (n = 80,000)
CCRF-CEM: CCRF-CEM leukemia. AID 1794778. actives 7% (n = 77,000)
EKVX: EKVX NSCLC. actives 3% (n = 71,000)
A549/ATCC: A549/ATCC NSCLC; actives 3.7% (n = 81,000)
SK-MEL-5: SK-MEL-5 melanoma; actives 6.4% (n = 80,000); AID 1794755
Numbers without * were called inactive; nt = no result given. Rule for the calls: active = growth percent below 10; inactive = the rest.

SMILES	M14	HOP-92	SK-MEL-28	HOP-62	CCRF-CEM	EKVX	A549/ATCC	SK-MEL-5
Cc1cc(=O)cc(C)n1-c1ccccc1	101	91	104	100	92	107	99	106
Cc1cc(N2CCN(CCNc3ccnc4cc(Cl)ccc34)CC2)nc(N2CCOCC2)n1	48	48	77	81	75	65	71	25
c1ccc2c3c(ccc2c1)OCN(C1CCCCC1)C3	100	87	107	90	97	114	98	95
C/C(=N\O)c1ccc(NC(=O)CSc2nc3c([nH]2)c(=O)n(C)c(=O)n3C)cc1	101	87	113	105	90	100	99	100
Clc1ccccc1N1CCN(CCCN2CCN(c3ccccc3Cl)CC2)CC1	74	47	97	72	63	88	125	65
CCOC(=O)c1nnn(-c2ccn(C)n2)c1C	99	107	118	97	101	99	95	110
COc1cc(C2CC(c3ccccc3)=Nc3c(N)nc(N)nc3N2)ccc1Oc1nc(NCCO)nc(N2CCOCC2)n1 (stereo unspecified)	104	86	100	106	92	98	107	99
COc1ccc(-c2cc(C(=O)Nc3nc4ccccc4s3)nc3c(-c4ccccc4)cnn23)cc1OC	102	nt	104	113	86	101	101	107
Cc1ccc(C=O)s1	104	nt	106	115	110	95	92	105
COCc1ccc(C(=O)NC(CC(C)C)c2nnc3n2CCN(Cc2ccc(OC)cc2)C3)o1 (stereo unspecified)	100	94	112	87	104	110	94	99
O=C(CSc1ccc(-c2ccc(Br)cc2)nn1)Nc1ccc(Cl)c(C(F)(F)F)c1	75	97	82	79	67	64	85	79
Cc1cccnn1	100	nt	101	109	106	nt	104	96
COc1ccc(-c2nc(SCC(C)C)[nH]c(=O)c2C#N)cc1	103	52	102	92	94	98	94	95
COc1ccc(/C=C/C(=O)Nc2ccccc2C(=O)N2CCCC2)cc1OC	103	96	122	87	101	96	77	96
CCCCNC(=O)c1ccc(C)cc1	101	90	105	106	97	103	61	105
CSc1nc(Cl)cc(Cl)n1	107	82	108	106	97	100	94	121
O=C1CCC(N2CCN(c3ccc(F)cc3)CC2)N1 (stereo unspecified)	104	106	106	113	101	115	98	110
CCCCCCNC(=O)/C(=C/C=C/c1ccccc1)NC(=O)c1ccccc1	100	104	114	116	90	92	74	97
O=c1[nH][n+](-c2no[n+]([O-])c2-c2cccc(F)c2)no1	100	107	114	90	99	90	109	nt
N=C(N)SCCSC(=N)N	114	113	104	106	nt	nt	120	105
CCOC(=O)NNC(=S)Nc1sc2c(c1C(=O)OCC)CCN(C(=O)OCC)C2	96	95	115	86	101	92	103	101
Cc1cn(-c2cc(NC(=O)c3cncc(C#Cc4cnc5ccc(O[C@H]6CCOC6)nn45)c3)cc(C(F)(F)F)c2)cn1	58	-9.3*	76	88	96	90	92	71
C=CCOc1c(CCC)cc(C(=O)OCC)cc1CCC	96	94	nt	112	105	104	99	108
COc1ccc(-c2nc(SCC(C)C)nc(N/N=C\c3cccc(Cl)c3)c2C#N)cc1	107	80	105	87	94	89	99	92
CCOC(=O)c1nc2c3ccccc3ccn2c1C(=O)OCC	121	103	113	102	96	77	103	98
N#CC1=C(N)OC(C2CC2)=C(C#N)C1c1ccco1 (stereo unspecified)	99	103	109	97	82	90	85	98
CC1(C)N=C(N)N=C(N)N1c1ccc(F)c(C(F)(F)F)c1	24	45	98	22	21	65	9.9*	23
Oc1cccc2cc3ccccc3cc12	105	nt	117	109	nt	nt	108	98
COc1ccc(/C=C(\c2cc(OC)c(OC)c(OC)c2)c2nnc(-c3ccc(F)cc3Cl)o2)cc1	100	49	95	92	nt	78	97	83
Oc1ccccc1C1N=NC2=C(CCCC2)N1O (stereo unspecified)	98	88	105	98	120	98	102	106
NCCCOc1cc(Cl)ccc1NC(=O)c1cc2ccccc2cc1OCCCN	-89*	nt	-96*	-94*	nt	-16*	-94*	-86*
COc1ccc(NC(=O)c2c(Nc3ccccc3)nn3cc(-c4nc5ccccc5s4)c(N)nc23)cc1	102	89	112	nt	101	97	104	98
CC1(C)OCC(CCCOCc2ccccc2)O1 (stereo unspecified)	89	91	110	116	103	110	93	117
C=C1CCC2C3(C)COC(C)(C)OC3CCC2(C)C1CC(NC1CCCC1)C1=CCOC1=O (stereo unspecified)	98	99	105	104	103	95	106	101
O=C(CC(c1ccccc1)C1CCCCC1=O)c1ccccc1 (stereo unspecified)	98	nt	110	113	104	89	84	90
O=C(Cc1ccc2c(c1)OCCO2)Nc1nc2ccc(F)cc2s1	100	109	111	93	87	94	102	91
CCCCN(CCCC)CC(O)c1cc(-c2ccc(Cl)cc2)nc(-c2ccc(Cl)cc2)c1 (stereo unspecified)	90	50	119	92	91	112	77	98
CCOC(=O)c1csc(NC(=O)COc2cccc(/C=C3\CSc4ccccc4C3=O)c2)n1	-59*	-79*	89	80	-61*	-36*	97	54
c1ccc(-c2nc(-c3nccc4ccccc34)oc2-c2ccccc2)cc1	nt	85	131	84	60	93	88	81
O=C(CSc1ccc(-c2ccccc2)nn1)Nc1ccccc1	110	119	107	106	94	103	98	94

Shown as a markdown table: entries from further up
| Molecule | M14 | HOP-92 | SK-MEL-28 | HOP-62 | CCRF-CEM | EKVX | A549/ATCC | SK-MEL-5 |
| --- | --- | --- | --- | --- | --- | --- | --- | --- |
| CCCCNC(=O)c1ccc(C)cc1 | 101 | 90 | 105 | 106 | 97 | 103 | 61 | 105 |
| CSc1nc(Cl)cc(Cl)n1 | 107 | 82 | 108 | 106 | 97 | 100 | 94 | 121 |
| O=C1CCC(N2CCN(c3ccc(F)cc3)CC2)N1 (stereo unspecified) | 104 | 106 | 106 | 113 | 101 | 115 | 98 | 110 |

Quoted from the listing.
HOP-92 result of c1ccc(-c2nc(-c3nccc4ccccc34)oc2-c2ccccc2)cc1 = 85
M14 result of CCOC(=O)c1csc(NC(=O)COc2cccc(/C=C3\CSc4ccccc4C3=O)c2)n1 = -59*

The listing continues.
SMILES	M14	HOP-92	SK-MEL-28	HOP-62	CCRF-CEM	EKVX	A549/ATCC	SK-MEL-5
COc1ccc(Nc2nc(SCC(=O)Nc3nc4ccc(C)cc4s3)nc(-c3ccccc3)c2C#N)cc1	102	81	102	84	nt	99	100	97
COc1cccc(OC)c1Oc1c(/C=N/N=c2\sc3ccccc3n2C)c(C)nn1-c1ccccc1	86	59	109	90	76	81	91	87
Cc1nn(-c2cc(=O)[nH]c3ccc(Br)cc23)c(N)c1C#N	108	100	112	93	97	93	109	nt
CCC(C)Cn1cnc2c(SCc3ccccc3F)nc(N)nc21 (stereo unspecified)	104	44	101	92	88	82	nt	91
Cc1nc2ncccc2nc1Nc1ccc(S(=O)(=O)Nc2ccccn2)cc1	98	54	101	97	107	98	101	99
FC(F)(F)c1cc(Nc2ccc3c(OCCCN4CCOCC4)cccc3n2)ccc1Cl	40	60	42	51	25	49	30	69
COc1ccc(-c2coc3ccc4ccccc4c3c2=O)cc1OC	117	87	112	104	97	127	96	84
N#CCC(=O)Nc1ccccc1	105	99	104	101	104	101	98	104
O=C(Nc1ccccc1)N1CCN(c2ccccc2)CC1	100	101	108	103	100	99	89	101
Cc1nn(-c2ccccc2)cc1C1Nc2cc(Cl)ccc2-c2ccnn21 (stereo unspecified)	86	88	100	95	77	nt	77	76
CC(=O)CCN(Cc1ccccc1)Cc1ccccc1	96	109	96	99	105	115	101	110
COc1cc(CN2CCC(N3CCCC3=O)c3cc(C)ccc32)cc(OC)c1OC (stereo unspecified)	94	nt	94	93	nt	107	100	100
O=C1NC(c2ccc(Cl)c(Cl)c2)=C/C1=C/c1ccc([N+](=O)[O-])cc1	101	93	109	99	110	103	105	97
COc1c(CCC[P+](c2ccccc2)(c2ccccc2)c2ccccc2)cc2c(c1OC)OCO2	12	-4.2*	25	15	30	16	40	-69*
NC(N)=N/N=C/c1ccc[nH]1	100	97	107	nt	102	113	103	102
O=C1Nc2ccccc2Cc2c1c1ccccc1[nH]c2=O	100	102	114	88	104	103	107	105
O=S(=O)(SC(S(=O)(=O)c1ccccc1)S(=O)(=O)c1ccccc1)c1ccccc1	103	78	120	124	64	108	95	105
CC(=O)Oc1cc2c(cc1[N+](=O)[O-])OCO2	87	79	104	91	25	100	68	102
CC1(C)NC2=C(C(Nc3cccnc3)N1)C(c1ccccc1Cl)C(C(=O)c1ccc(N=[N+]=[N-])cc1)O2 (stereo unspecified)	98	97	106	109	99	97	98	102
CSc1nc(=O)n(Cc2ccc(F)cc2)c(=O)n1Cc1ccc(C)cc1	100	nt	108	101	98	nt	88	107
O=C1OC2N(C(=O)CSc3ccccc31)C13CCC(=O)N1c1ccccc1C(=O)C2(c1ccccc1)O3 (stereo unspecified)	102	85	110	98	92	100	95	103
COc1ccc(C(=O)/C=C/C(=O)O)cc1	103	129	108	119	103	112	106	109
Cn1cc(-c2nc(N)nnc2-c2c[nH]c3ccc(Br)cc23)c2cc(Br)cnc21	0.9*	-6.9*	27	18	0.5*	30	12	-63*
COc1ccc(C2=Nc3c(N)ncnc3NC(c3cccc(Nc4ccnc5cc(Cl)ccc45)c3)C2)cc1 (stereo unspecified)	93	62	105	77	79	86	84	89
CCOC(=O)NC(=O)CSc1n[nH]c(-c2ccc(CC)cc2)n1	87	108	113	92	102	113	103	76
Cc1ccc(/C=C/[C@@H]2C[C@@H]2CCO)cc1	94	87	108	84	98	100	94	100
CCOc1ccc([N+](=O)[O-])cc1[N+](=O)[O-]	105	94	110	100	104	100	109	105
O=C1OCC2=C1C(c1ccc3c(c1)OCO3)CC(=O)N2c1cccc(Cl)c1 (stereo unspecified)	121	nt	101	103	91	96	95	nt
C/C(Cc1ccc(Cl)cc1)=C(/c1ccc(Cl)cc1)c1ccc(OCCN2CCCCCC2)cc1	92	89	94	99	69	93	85	97
CCOC(=O)CCc1c[nH]c2ccccc12	95	119	102	82	69	98	86	107

Overlap with the part before: seven entries, then new ones.
SMILES	M14	HOP-92	SK-MEL-28	HOP-62	CCRF-CEM	EKVX	A549/ATCC	SK-MEL-5
COc1ccc(C2=Nc3c(N)ncnc3NC(c3cccc(Nc4ccnc5cc(Cl)ccc45)c3)C2)cc1 (stereo unspecified)	93	62	105	77	79	86	84	89
CCOC(=O)NC(=O)CSc1n[nH]c(-c2ccc(CC)cc2)n1	87	108	113	92	102	113	103	76
Cc1ccc(/C=C/[C@@H]2C[C@@H]2CCO)cc1	94	87	108	84	98	100	94	100
CCOc1ccc([N+](=O)[O-])cc1[N+](=O)[O-]	105	94	110	100	104	100	109	105
O=C1OCC2=C1C(c1ccc3c(c1)OCO3)CC(=O)N2c1cccc(Cl)c1 (stereo unspecified)	121	nt	101	103	91	96	95	nt
C/C(Cc1ccc(Cl)cc1)=C(/c1ccc(Cl)cc1)c1ccc(OCCN2CCCCCC2)cc1	92	89	94	99	69	93	85	97
CCOC(=O)CCc1c[nH]c2ccccc12	95	119	102	82	69	98	86	107
C=CCn1c(C)nc2ccc(Nc3nc(NCCO)nc4ccccc34)cc21	110	74	99	98	88	95	100	96
COC(=O)c1nc(-c2ccccc2)oc1S(=O)(=O)NCC(c1ccc(Cl)cc1)N1CCCCC1 (stereo unspecified)	38	49	100	91	-19*	104	85	86
CN1CCc2cc3c(c4c2[C@H]1[C@@H](O)c1ccccc1-4)OCO3	108	90	122	91	105	99	87	90
O=C(OCCCCCCl)c1cccc([N+](=O)[O-])c1	108	nt	112	101	96	110	88	103
CCC1(c2ccccc2)NC(=O)NC1=O (stereo unspecified)	91	80	98	85	103	102	96	104
CNC(=O)c1c(NC(=O)c2ccc(C(C)(C)C)cc2)sc2c(CN(C)C)c(O)ccc12	-72*	19	-89*	8.4*	-7.6*	63	18	-30*
O=C(CCSc1nnc2n(Cc3ccccc3)c(=O)c3c4c(sc3n12)CCCC4)Nc1ccc(Cl)cc1	95	100	79	95	112	90	102	98
O=C(O)CCC1C(=O)NC(=O)CC1c1ccccc1 (stereo unspecified)	102	93	102	98	82	102	99	101
c1ccc(-c2nc([P+](c3ccccc3)(c3ccccc3)c3ccccc3)c(N3CCOCC3)o2)cc1	4.8*	-21*	22	-2.8*	13	15	15	-93*
Cc1cc(C)n(Cc2cccc(Cn3c(C)cc(C)c(C#N)c3=O)n2)c(=O)c1C#N	98	53	114	107	108	102	101	103
O=C(Cc1cccc2c(=O)cc(-c3ccccc3)oc12)OCCN1CCOCC1	130	77	113	97	nt	nt	99	101
CC(C)c1nc(SCC(=O)NCCc2ccc(S(N)(=O)=O)cc2)[nH]c(=O)c1C#N	106	103	98	81	104	94	110	97
O=C(NNc1nc2cc(F)ccc2n2c(CN3CCCCC3)ccc12)c1cnccn1	-87*	-25*	-57*	-59*	-16*	-78*	-77*	nt
CC(C)CCC[C@@H](C)[C@H]1CC[C@H]2[C@@H]3CC=C4c5sc(NCc6ccccc6)nc5CC[C@]4(C)[C@H]3CC[C@]12C	103	84	107	95	104	98	97	98
COc1ccccc1CO	104	107	111	103	101	102	100	132
O=C(Nc1ccc(Cl)cc1)Nc1ccc(Cl)c(Cl)c1	23	4.7*	35	41	6.1*	19	13	24
CC(C)(C#N)OC(=O)Nc1ccccc1	102	106	101	89	108	101	98	112
O=c1c2cccc3c(N4CCOCC4)ccc(c32)c2nc3ccccc3n12	104	59	107	86	93	38	93	73
CCCCCCN(CCCCCC)C(=O)C(C)O (stereo unspecified)	98	125	108	103	103	nt	100	105
Cc1cc2c(-c3nc4ccccc4n3C)c(O)c(O)cc2c(O)c1-c1c(C)cc2c(-c3nc4ccccc4n3C)c(O)c(O)cc2c1O	35	52	58	nt	21	57	27	91
O=C(Nc1ccccc1C(=O)O)/C(Cl)=C/c1ccc(Cl)cc1Cl	100	79	110	110	103	89	107	99
CC(C)(C)c1ccc(CC(=O)Nc2sc3c(c2C(N)=O)CCC(=O)C3)cc1	7.2*	nt	5.2*	30	11	11	17	-76*
